Compound activity as filed in PubChem BioAssay.
FAS TE block – FAS thioesterase (human) inhibition; 360,000 tested, 0.67% active; recombinant FAS-TE, OMFH fluorogenic substrate, fluorescence endpoint; AID 602261; P49327; inhibition, % at 15 µM;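 active means compounds whose normalised, plate-corrected inhibition of enzyme fluorescence in the single-dose primary screen is 50% or more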;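 further: 0% = DMSO with enzyme and 100% = substrate without enzyme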
CSN inh – blocks human CSN-mediated cullin deneddylation; Q92905; Purified CSN, SCF-Nedd8-OG deneddylation, fluorescence polarization; inhibition, % at 12.5 µM; 360,000 tested, 0.38% active; AID 651999;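 active means pattern-corrected inhibition above about 35%, with an unprinted fluorescence ratio check between 0.5 and 1.5, limit read from the data, passing the limit was not always enough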;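 further: 0% = enzyme with substrate and 100% = substrate without enzyme; some results filed as inactive read as strong as hits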
Target sequence (Q92905 whole entry, looked up, one chain of several): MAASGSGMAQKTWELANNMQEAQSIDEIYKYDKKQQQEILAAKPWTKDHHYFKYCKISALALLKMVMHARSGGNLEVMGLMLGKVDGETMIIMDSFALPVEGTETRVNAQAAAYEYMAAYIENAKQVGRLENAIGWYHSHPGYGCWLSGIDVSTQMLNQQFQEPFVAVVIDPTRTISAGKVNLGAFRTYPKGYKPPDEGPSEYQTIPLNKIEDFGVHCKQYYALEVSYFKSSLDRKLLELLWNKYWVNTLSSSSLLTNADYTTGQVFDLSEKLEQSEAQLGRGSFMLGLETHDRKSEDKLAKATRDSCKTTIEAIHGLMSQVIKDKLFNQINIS
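Assay system: Purified human Csn5 enzyme expressed in HEK293T cells | Amount: Enzyme 0.24 nM | Measured by: Fluorescence polarization readout | Medium: Tris/NaCl/DTT buffer, pH 7.5 | Compound dosing: One concentration, 12.5 µM, 0.25% DMSO | Times: 90 min incubation of compound, enzyme and substrate at room temperature | Control set: no-enzyme wells high, enzyme-with-substrate wells low | Read-out: % inhibition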
eLon inh – E. coli protease La inhibition; purified E. coli Lon protease, fluorescence polarization; AID 602123; inhibition, % at 7.94 µM; 360,000 tested, 0.42% active; P0A9M0; in the data active means inhibition above about 13%, passing the limit was not always enough;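 further: 0% = enzyme with probe and DMSO and 100% = no enzyme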
Target sequence (P0A9M0 whole entry, looked up): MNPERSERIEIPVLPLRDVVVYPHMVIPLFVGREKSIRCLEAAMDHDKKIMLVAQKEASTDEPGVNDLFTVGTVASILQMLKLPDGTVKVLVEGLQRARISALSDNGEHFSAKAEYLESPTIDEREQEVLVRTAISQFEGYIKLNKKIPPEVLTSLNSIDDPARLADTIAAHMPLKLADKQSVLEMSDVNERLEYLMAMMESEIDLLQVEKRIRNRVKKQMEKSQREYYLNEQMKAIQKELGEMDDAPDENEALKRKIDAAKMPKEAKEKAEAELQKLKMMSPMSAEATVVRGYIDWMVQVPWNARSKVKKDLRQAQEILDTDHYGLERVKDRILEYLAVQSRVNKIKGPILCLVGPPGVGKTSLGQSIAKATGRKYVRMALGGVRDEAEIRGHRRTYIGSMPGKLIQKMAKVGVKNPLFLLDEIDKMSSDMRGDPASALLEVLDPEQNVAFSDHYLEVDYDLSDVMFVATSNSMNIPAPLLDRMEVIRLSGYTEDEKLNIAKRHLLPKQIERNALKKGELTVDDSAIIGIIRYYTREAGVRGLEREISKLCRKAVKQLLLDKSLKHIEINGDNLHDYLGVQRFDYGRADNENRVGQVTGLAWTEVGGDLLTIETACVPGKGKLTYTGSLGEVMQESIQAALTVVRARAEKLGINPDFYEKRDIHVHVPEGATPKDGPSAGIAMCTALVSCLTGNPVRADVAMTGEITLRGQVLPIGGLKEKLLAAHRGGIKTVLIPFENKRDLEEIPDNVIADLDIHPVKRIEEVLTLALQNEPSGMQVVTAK
Tb MetRS inh – Trypanosoma brucei MetRS inhibition. 360,000 tested, 0.4% active. purified T. brucei MetRS, ATP depletion, Kinase-Glo luminescence. inhibition, % at 11.9 µM. AID 624268;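 active means inhibition above a per-plate cutoff of the control wells' mean inhibition plus 3 SD, cut at about 5.5% in these data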;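 further: 0% = DMSO wells median and 100% = median of wells with control inhibitor compound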
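technique = Kinase-Glo luminescence, ATP depletion format | system = purified MetRS (methionyl-tRNA synthetase) enzyme from Trypanosoma brucei | timing = 15 min preincubation, 2 h reaction, all 25 °C | evaluation = percent inhibition versus plate control medians | dosing = single dose, 11.9 µM final nominal, 0.9% final DMSO | also added = substrates ATP, L-methionine and bulk Escherichia coli tRNA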
MsrA inhibitor – inhibits bovine methionine sulfoxide reductase A; purified bovine MsrA, absorbance read-out; inhibition, % at 15.5 µM; 360,000 tested, 0.75% active; in the data active means inhibition above about 4.5%;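 further: 0% = vehicle wells with enzyme and 100% = reference inhibitor wells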
Neddyl block – blocks human cullin neddylation. P61081+Q13564. TR-FRET cullin neddylation, biochemical. calls only at 25 µM. 360,000 tested, 0.58% active. AID 651699; in the data active means inhibition above about 36%
Rin1-Abl PPI inh – inhibitors of human Rin1-Abl protein interaction | P00519+Q13671 | 360,000 tested, 0.4% active | TR-FRET Rin1/Abl binding, biochemical | inhibition, % at 7.35 µM | AID 588664; in the data active means inhibition above about 5%, passing the limit was not always enough
MLLE-PAM2 inh – inhibitors of microRNA-mediated deadenylation, human PABP1 MLLE binding; P11940; GST-MLLE / FITC-PAM2 fluorescence polarization; inhibition, % at 20 µM; 360,000 tested, 0.36% active; AID 588489; in the data active means inhibition above about 35%, passing the limit was not always enough;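 further: plate controls were DMSO wells with GST-MLLE for no effect and wells lacking GST-MLLE protein for full effect; some results filed as inactive read as strong as hits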
MsrA act – bovine methionine sulfoxide reductase A activation; purified bovine MsrA, absorbance read-out; activation, % at 10.6 µM; 360,000 tested, 0.3% active; AID 602163; in the data active means activation above about 7.5%;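 further: 0% = vehicle and 100% = reference activator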
The depositor's hits bear a star; i = inactive; . = no result given; + = active, no number; & = joins results of further samples.

Second line of a record: FAS TE block | CSN inh | eLon inh | Tb MetRS inh | MsrA inhibitor | Neddyl block | Rin1-Abl PPI inh | MLLE-PAM2 inh | MsrA act
COc1ccc(C(=O)c2cc3cccc(OC)c3o2)cc1
  12 | -3 | -7 | -0.4 | 0.3 | i | 0 | -2 | -2
O=C(/C=C/c1ccc([N+](=O)[O-])cc1)NCCOc1ccc(F)cc1
  20 | 1 | 1 | 0.1 | 0.9 | i | 3 | 3 | -1
Cc1ccc(F)cc1NC(=O)N1CCCN(c2ccc(C(F)(F)F)cn2)CC1
  5 | 0 | 5 | -0.2 | -0.4 | i | 2 | 12 | 0
O=C(/C=C/c1ccc(O)cc1)c1ccc(O)cc1O
  1 | -2 | -4 | -1.3 | 2.7 | i | 0 | 4 | -6
CCC(=O)c1c[nH]c(C(=O)NCCCN2CCOCC2)c1
  -7 | 0 | 4 | -0.9 | -0.4 | i | 2 | 1 | -5
COc1cc(/C=N/NC(=O)c2cc(C3CC3)[nH]n2)cc(OC)c1OC
  -1 | 4 | 0 | -0.6 | 3.0 | i | 3 | -6 | -5
CC(C)c1[nH]nc2c1C(c1ccco1)C(C#N)=C(N)O2 (stereo not drawn)
  2 | -5 | 1 | -1.3 | -0.1 | i | -1 | -6 | -8
Cc1ncoc1C(=O)N1CCCC(C(=O)c2cccc3ccccc23)C1 (stereo not drawn)
  -6 | -3 | 9 | -0.3 | -0.8 | i | -5 | -2 | -3
N#Cc1ccccc1OCc1cn(CC(=O)c2ccc(O)cc2)nn1
  -6 | 4 | -9 | -0.4 | 3.6 | i | 0 | -14 | -4
COc1ccc(C(O)c2ncc(-c3cccc(F)c3)[nH]2)cc1F (stereo not drawn)
  0 | 8 | 2 | -0.3 | 0.3 | i | 0 | -34 | -3
O=C(CCN1C(=O)c2ccccc2C1=O)N1CCN(C(=O)c2ccccc2)CC1
  -9 | 3 | -2 | -0.8 | -0.9 | i | -3 | 8 | -5
CCOC(=O)NC(NC(=S)Nc1ccccc1[N+](=O)[O-])C(Cl)(Cl)Cl (stereo not drawn)
  12 | 4 | 9 | -0.9 | 0.0 | i | -3 | 32 | -2
C=Cc1c(C)c2cc3[nH]c(cc4nc(cc5nc(cc1[nH]2)C(C)=C5CCC(=O)O)C(CCC(=O)O)=C4C)c(C)c3C=C
  1&4 | 8&34 | 1&9 | -0.7&-0.5 | 2.8 | i | 5&12 | 11&22 | -2&-4
COc1cccc(OCc2cc(/C=N/NC(=O)c3ccn[nH]3)ccc2OC)c1
  -49 | 7 | -1 | -0.3 | -0.7 | i | -2 | -3 | -5
COc1cc(-c2nc(C(=O)NC3CCCCC3)cc3c2[nH]c2ccccc23)cc(OC)c1OC
  84* | 4 | 1 | 0.5 | 1.7 | i | -4 | 2 | -2

(more compounds)
Second line of a record: FAS TE block | CSN inh | eLon inh | Tb MetRS inh | MsrA inhibitor | Neddyl block | Rin1-Abl PPI inh | MLLE-PAM2 inh | MsrA act
CCN(CC)S(=O)(=O)c1cccc(NC(=O)c2cncc(Br)c2)c1
  2 | -2 | -3 | 0.8 | 3.0 | i | -1 | 16 | -3
CCOc1ccc(CC(=O)Nc2c(C(=O)Nc3ccccc3)oc3ccccc23)cc1OCC
  2 | -1 | -2 | -0.7 | 0.0 | . | 0 | -11 | -11
CC(C)COCC(CN(Cc1ccccc1)c1ccccc1)N1CCCC1 (stereo not drawn)
  18 | -1 | -1 | -0.2 | -1.6 | i | 0 | -5 | 1
c1ccc(Nc2cc(-c3ccccc3)nc3ncnn23)cc1
  6 | 2 | 0 | -1.2 | 2.1 | i | 2 | -12 | -9
COc1ccc(NC(=O)c2cccc3c(-c4cccnc4)coc23)cc1
  -1 | 6 | 5 | -0.3 | 1.1 | i | -1 | -9 | -2
O=C(NCCN1CCOCC1)C(=O)c1c[nH]c2ccccc12
  -1 | 4 | 6 | 0.1 | 1.2 | i | -4 | -3 | -4
Nc1c(C(=O)c2ccccc2)sc2c1c(=O)[nH]c(=O)n2-c1ccccc1
  14 | 0 | 1 | 0.6 | 0.7 | i | -1 | -6 | -5
COc1cc(C)c(S(=O)(=O)N2CCCC2)cc1C(C)C
  4 | -4 | -2 | -1.0 | 0.9 | i | 5 | -2 | -10
CCOC(=O)N1CCC(NS(=O)(=O)c2cc3c(cc2C)NC(=O)CO3)CC1
  -2 | -1 | -9 | -1.8 | 1.1 | i | 3 | 16 | -10
Cc1cc(C)cc(N(CC(=O)NC2CCC(C)CC2)S(=O)(=O)c2c(C)[nH]c(=O)[nH]c2=O)c1 (stereo not drawn)
  -4 | 1 | -3 | 0.4 | 0.2 | i | -3 | 16 | 1
CC(C)(C)OC[C@H](NC(=O)c1[nH]cnc1C(=O)Nc1ccccc1F)C(=O)OC(C)(C)C
  21 | -4 | 5 | -1.2 | -1.0 | i | -2 | -2 | 4
CC1(C)CC(=O)C(C=Nc2ccc3c(c2)OCO3)=C(O)C1
  -8 | 4 | -2 | -1.1 | 3.9 | i | -2 | 5 | -3
Cc1cccnc1NC(=O)C1c2ccccc2Oc2ccccc21
  0 | 5 | 3 | -1.1 | -0.9 | i | -1 | 38 | -11
O=C1OCc2ccc(NC(=O)C3CC3)cc21
  0 | 2 | -1 | -0.1 | 0.5 | i | 1 | -2 | -14
NS(=O)(=O)c1ccc(N2CCCC2=O)c([N+](=O)[O-])c1
  -3 | -1 | 1 | 1.4 | 0.6 | i | 3 | 1 | -2

Some of the entries so far, with each value named.
> CC1(C)CC(=O)C(C=Nc2ccc3c(c2)OCO3)=C(O)C1
  FAS TE block: -8
  CSN inh: 4
  eLon inh: -2
  Tb MetRS inh: -1.1
  MsrA inhibitor: 3.9
  Neddyl block: i
  Rin1-Abl PPI inh: -2
  MLLE-PAM2 inh: 5
  MsrA act: -3

> Nc1c(C(=O)c2ccccc2)sc2c1c(=O)[nH]c(=O)n2-c1ccccc1
  FAS TE block: 14
  CSN inh: 0
  eLon inh: 1
  Tb MetRS inh: 0.6
  MsrA inhibitor: 0.7
  Neddyl block: i
  Rin1-Abl PPI inh: -1
  MLLE-PAM2 inh: -6
  MsrA act: -5

The list goes on.
Second line of a record: FAS TE block | CSN inh | eLon inh | Tb MetRS inh | MsrA inhibitor | Neddyl block | Rin1-Abl PPI inh | MLLE-PAM2 inh | MsrA act
O=C1C=C(NCc2ccco2)C2(CCCCC2)O1
  -5 | -1 | -5 | -0.6 | 0.9 | i | 0 | 3 | 1
COc1cccc(C(=O)N2CCN(c3nc4cc(C)cc(C)c4cc3C#N)CC2)c1
  15 | 3 | -2 | -0.5 | 0.7 | i | -6 | 1 | -1
O=C(Cc1ccccc1)NCC(=O)OCC(=O)c1ccc(OC(=O)c2ccccc2)cc1
  -5 | 1 | -21 | -1.1 | -0.1 | i | -1 | 12 | -9
N#C/C=C/C(=C\Nc1ccc(Cl)cc1)S(=O)(=O)c1ccccc1
  -4 | 3 | -5 | -0.2 | 0.1 | i | 1 | -8 | -2
Cc1ccc(NC(=O)COC(=O)c2ccccc2F)cc1S(=O)(=O)N1CCCCC1
  17 | -4 | -2 | -0.4 | -0.1 | i | 4 | -2 | -3
COc1ccc(CNC(=O)COC(=O)c2n[nH]c3ccccc23)cc1
  -17 | 0 | -5 | -0.4 | 0.1 | i | -1 | -14 | -3
Cc1ccc(S(=O)(=O)NCCNC(=O)CN2CCOCC2)cc1
  -2 | 6 | 0 | 0.3 | -0.3 | i | 0 | -8 | -6
COc1ccc(CNC(=O)CN2CCN(S(=O)(=O)c3cccs3)CC2)cc1OC
  -2 | -6 | 6 | -0.6 | 0.0 | i | 2 | 9 | -1
COC(=O)c1ccccc1NC(=O)CN(c1cc(OC)ccc1OC)S(C)(=O)=O
  -3 | 0 | 2 | 0.4 | -0.4 | i | -1 | -3 | 0
COc1ccc(C(=O)NCc2ncccc2C)cc1OC1CCN(C(C)=O)CC1
  -4 | 0 | -11 | -0.4 | -0.8 | i | 5 | 19 | -3
Cc1cc(NS(=O)(=O)c2ccc(NC(=O)c3cc4c(=O)n5ccccc5nc4s3)cc2)nc(C)n1
  -15 | 9 | 0 | -0.1 | 3.1 | + | -3 | -4 | -1
COc1ccc(C(C)(C)C)cc1NC(=O)c1c(C)noc1C
  4 | -3 | 6 | 0.6 | -0.8 | i | -5 | 14 | 1
CC12CN(C(=O)c3ccco3)CC(c3ccccc3)(CN(C(=O)c3ccco3)C1)C2=O
  -5 | -2 | -3 | -1.1 | 0.7 | i | 3 | 5 | -9
COc1ccc2[nH]cc(S(=O)(=O)c3ccc(C)cc3)c2c1
  -2 | 14 | 1 | -0.4 | -0.3 | i | 5 | -16 | -4
CCS(=O)(=O)c1ccc2oc(Nc3ccc(OC)c(OC)c3)nc2c1
  2 | 2 | -5 | 0.3 | -0.3 | i | 0 | 4 | -2

Next entries follow:
Second line of a record: FAS TE block | CSN inh | eLon inh | Tb MetRS inh | MsrA inhibitor | Neddyl block | Rin1-Abl PPI inh | MLLE-PAM2 inh | MsrA act
Nc1c(-c2ccccn2)cnn1-c1nc(-c2ccc(F)cc2)cs1
  22 | -7 | 1 | -1.2 | 0.1 | i | 1 | 8 | -14
CCc1ccc(-c2cc3c(=O)n(CC(=O)NCCCN4CCN(CC)CC4)nc(C)n3n2)cc1
  -3 | -3 | -4 | -0.7 | 2.6 | i | 0 | -11 | -1
O=C1CCCCCC1C1(O)C(=O)Nc2ccc(Br)cc21 (stereo not drawn)
  -5 | -1 | -4 | -0.4 | 0.4 | i | 2 | -10 | 5
CC1CCCN(c2nc3nonc3nc2Nc2ccccc2F)C1 (stereo not drawn)
  17 | 8 | 7 | -0.2 | 0.6 | i | 0 | 2 | -4
CC1(C)CC(NC(=O)c2ccccn2)CC(C)(C)N1O
  -11 | -3 | -5 | -0.1 | 0.0 | i | 1 | 15 | -5
COCc1c(C(=O)Nc2nnc(C3CC3)s2)oc2ccccc12
  2 | 3 | 5 | -0.2 | 3.8 | i | 3 | 0 | -1
Cc1cccc(C)c1NC(=O)CNC(=O)c1ccc2ccccc2n1
  -2 | -2 | -16 | -0.2 | 0.5 | i | 1 | 2 | -3
CC(C)c1onc(C(=O)N(C)C2CCCCC2)c1[N+](=O)[O-]
  -10 | -1 | -5 | -0.5 | 0.5 | i | -2 | -1 | -2
Cc1cccnc1C(NC(=O)C1CCN(Cc2ccccc2)CC1)c1ccc(F)cc1 (stereo not drawn)
  -11 | -2 | -18 | -0.1 | 2.4 | i | -3 | 23 | -3
COc1ccc(OC)c(Nc2nc3ccc(C)cc3n3cnnc23)c1
  2 | 0 | -164 | -0.9 | 1.2 | . | 1 | -4 | -1
NC(=O)CC(NC(=O)c1ccccc1)c1ccc(N2CCC(Cc3ccccc3)CC2)c([N+](=O)[O-])c1 (stereo not drawn)
  1 | 2 | 8 | -0.3 | -0.6 | i | 2 | 3 | -1
Cc1cccc2cc(C#N)c(NCCNC(=O)c3ccccc3)nc12
  5 | 0 | 2 | -0.2 | 0.8 | i | -3 | 18 | -4
COc1cc(-c2noc(CCC(=O)NC3CCCC3)n2)cc(OC)c1OC
  -4 | -1 | 6 | -0.5 | 2.5 | i | -2 | -6 | -2
COc1ccc([C@H]2CC(=O)C=C(c3ccc(OC)cc3OC)C2)cc1
  22 | 0 | 5 | -0.1 | 1.0 | i | 0 | -5 | -4
Cc1ccc(NC(=O)CSc2nnc(-c3ccc(S(=O)(=O)N4CCOCC4)cc3)n2C)cc1
  -5 | 1 | -5 | 0.6 | -0.5 | i | -5 | -4 | -2
COc1ccccc1-n1c(=S)[nH]c2c(sc(=S)n2-c2ccccc2)c1=O
  28 | 8 | 5 | -0.1 | 1.3 | i | 0 | 27 | -4
